Assay outcomes deposited in PubChem BioAssay by National Center for Advancing Translational Sciences (NCATS).
HT1080NT lethal = kills 2HG-producing HT-1080-NT fibrosarcoma cells; HT-1080-NT fibrosarcoma viability, CellTiter-Glo ATP luminescence, 48 h; 360,000 compounds, 1.6% hits; Potency, µM (doses to about 46.1 µM), for inactives: at the top dose activity, negative = less viability, most hits filed as cytotoxic;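 further: NT is the 2HG producing partner of a matched IDH1 knockdown line; potency means the concentration at half of the fitted maximal effect; 0% = DMSO-treated cells and -100% = media-only wells without cells; nearly all actives have a fitted effect of over 55% in size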
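Viability of the 2HG-overproducing fibrosarcoma line after 48 hours of compound exposure at 37 degrees C was determined by luminescence with CellTiter-Glo, and concentration-effect curves were then fitted and categorized.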
SW480 rerep = inducers of DNA re-replication in SW480 colon cancer cells; SW480 DNA re-replication, Hoechst DNA content imaging, 48 h; Potency, µM (titrated, usually from 46.1 µM), inactives show at the top dose re-replication activation, hits mostly activators; 340,000 compounds, 1.8% hits; further: potency means the concentration at half of the fitted maximal effect; % of control where 0% means no effect; nearly all actives have a fitted effect of over 55% in size
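250 cells/well; 23 nL cpd via pin tool; 48 hr, 37 C, 5% CO2; Hoechst 40 min; imager read of total nuclear intensity, ex 405/em 500-530 nm.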
DRD3 agonist = activates the human D3 dopamine receptor; P35462; D3R DiscoveRx beta-arrestin cells, luminescence, 90 min; max activation, %; 410,000 compounds, 0.58% hits; in the data active means max activation above about 30%; further: 0% is about no effect; mostly tested at two doses, the higher about 12 µM
Target sequence (P35462 whole entry, looked up): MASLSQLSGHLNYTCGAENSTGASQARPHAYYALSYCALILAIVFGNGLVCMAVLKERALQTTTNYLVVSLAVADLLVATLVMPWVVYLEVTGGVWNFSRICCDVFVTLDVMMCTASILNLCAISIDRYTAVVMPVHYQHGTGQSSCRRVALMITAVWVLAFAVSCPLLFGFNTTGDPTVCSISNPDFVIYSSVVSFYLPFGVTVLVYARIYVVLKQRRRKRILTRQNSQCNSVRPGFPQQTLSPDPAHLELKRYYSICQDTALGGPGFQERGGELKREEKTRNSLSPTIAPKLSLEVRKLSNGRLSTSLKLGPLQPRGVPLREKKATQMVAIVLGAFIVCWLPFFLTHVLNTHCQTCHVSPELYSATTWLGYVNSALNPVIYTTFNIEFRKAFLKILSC
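Agonist mode: compounds and dopamine controls were applied to plated cells for 90 min at 37 degrees C after an overnight attachment at 1500 cells/well. Luminescent read-out followed 30 - 60 minutes at room temperature with DiscoveRx detection reagent.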
KB-3-1 cytotox = kills parental KB-3-1 adenocarcinoma cells. KB-3-1 viability, CellTiter-Glo ATP luminescence, 72 h. Potency, µM (top dose mostly 46.1 µM), for inactives: top-dose activity change, negative = cytotoxic, most hits filed as cytotoxic. 400,000 compounds, 1.4% hits. AID 1347075; further: potency means the concentration at half of the fitted maximal effect; on the % scale 0 is the no-effect control and ±100 the full control effect; nearly all actives have a fitted effect of over 60% in size
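Parental KB-3-1 adenocarcinoma cells in phenol-red-free DMEM with 10% FBS were pin-treated with compounds at several concentrations, incubated 72 h at 37 °C, and viability read by CellTiter-Glo luminescence; concentration-effect curves were fitted after normalization.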
HEK293 tox = cytotoxicity counter-screen for GLP-1 receptor inverse agonists; HEK293 cAMP-luciferase reporter cells, luminescence, 24 h; Potency, µM (top dose mostly 38.3 µM), inactives show at the top dose activity change, negative = inhibition, most hits filed as inhibitors; 410,000 compounds, 0.13% hits;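 further: loss of luciferase light is scored as toxicity; potency means the concentration at half of the fitted maximal effect; on the % scale 0 is the no-effect control and ±100 the full control effect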
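Here, cytotoxicity is scored as loss of luminescence. The MLSMR collection was tested on cells seeded in medium containing 10% Nu serum, with a 24 hr compound exposure preceded by 12 hours of culture.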
MCF10A rereplic = induces DNA re-replication in MCF 10a normal breast cells; Potency, µM (titrated, usually from 46.1 µM), without a hit: top-dose activity, positive = re-replication, usual class: activators; MCF 10A DNA re-replication, Hoechst nuclear intensity, 48 h; AID 624296; 350,000 compounds, 2.9% hits; further: potency means the concentration at half of the fitted maximal effect; % of control where 0% means no effect; nearly all actives have a fitted effect of over 50% in size
HT1080 IDH1KD tx = HT-1080 IDH1 knockdown cell toxicity (counter line); HT-1080 IDH1 knockdown viability, ATP luminescence, 48 h; Potency, µM (series often up to 46.1 µM), for the others: at the highest dose activity, negative = toxicity, usual class: cytotoxic; 360,000 compounds, 2% hits;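 further: potency means the concentration at half of the fitted maximal effect; 0% = DMSO wells and -100% = cell-free medium wells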
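In this qHTS, HT-1080 cells depleted of IDH1 are exposed for 48 h at 37 °C to compound titrations. Toxicity is scored from CellTiter-Glo luminescence, with DMSO as full viability and medium alone as none.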
KB-V1 MDR tox = kills drug-selected multidrug resistant KB-V1 cells. Potency, µM (series often up to 46.1 µM), for inactives: top-dose activity change, negative = cytotoxicity, hits mostly cytotoxic. 400,000 compounds, 3.4% hits. KB-V1 MDR cells viability, CellTiter-Glo, 72 h; further: potency means the concentration at half of the fitted maximal effect; on the % scale 0 is the no-effect control and ±100 the full control effect; nearly all actives have a fitted effect of over 60% in size
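KB-V1, DMEM (no phenol red) + 10% FBS; cpd pin-transferred, titration series; 72 h, 37 degrees C; CellTiter-Glo, luminescence. Data normalized, curve-fit.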
IL-1B inflam inh = inflammasome signaling inhibition, IL-1 beta readout. THP-1 LPS/ATP IL-1B secretion, AlphaLISA, 16 h; active compounds read low. activity change, % at 57.5 µM. 360,000 compounds, 4.7% hits; in the data active means activity change below about -50%; inconclusive means mostly about -30% to -49%; further: on the % scale 0 is the no-effect control and ±100 the full control effect
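Secreted IL-1B measured by AlphaLISA bead assay after 16 h compound exposure of THP-1 cells; compounds (final up to 57.5 uM) added 1 h before LPS (250 ng/mL) and ATP (1.25 mM) stimulation; lower signal means less secretion.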
* hit, by the source's call; ? = inconclusive; · = not tested or not shown; [ ] = another dose, or the depositor's remark. Unless noted, the call rests on the fitted dose curve; in most records, active means well fitted curve in the direction sought with a large enough effect; inconclusive means small, poorly fitted or top-dose-only effect, or another doubt; inactive means no such curve, though single readings can be large; an effect the other way counts as inactive or inconclusive. The list is partial, so the mix of outcomes need not match the whole.

1) Cc1cc(OCC(=O)NC(Cc2ccc(Cl)cc2)C(=O)O)c2c3c(c(=O)oc2c1)CCCC3 (centres undefined)
2) COC(=O)C1=C(c2ccc(OCc3ccccc3)cc2)C[C@@H]2CC[C@H]1N2C(=O)NC1CCN(Cc2ccccc2)CC1
3) CN1CCC2(CC1)NC(=O)C1=C(CN(C)CC1)N2
4) CCn1c(C)[n+](CC(O)COCC2CC=CCC2)c2ccccc21 (centres undefined)
5) CCOC(=O)c1ccc(CNCc2ccc(Br)cc2)cc1
6) CCOc1ccc(-n2c(O)c(N=Nc3c(C)n(C)n(-c4ccccc4)c3=O)c(=O)[nH]c2=O)cc1
7) O=C(Nc1ccccc1)c1cc([N+](=O)[O-])ccc1N1CCNCC1
8) O=C(NCc1ccc(C(=O)N2CCC3(CC2)OCCO3)cc1)c1ccc2c(c1)OCO2

compound no.	1	2	3	4	5	6	7	8
HT1080NT lethal	-5%	?	5%	3%	-10%	-7%	-27%	8%
SW480 rerep	-6%	?	0%	-5%	-1%	-34%[inhibitor]	-43%[inhibitor]	0%
DRD3 agonist	3	-33	-3	-11	-31	-14	9	11
KB-3-1 cytotox	0%	?	6%	2%	0%	6%	8%	2%
HEK293 tox	2%	?	2%	2%	-5%	?	2%	-16%
MCF10A rereplic	6%	?	-1%	?	?	5%	-17%	-15%
HT1080 IDH1KD tx	-8%	?	7%	-24%	-3%	-20%	-21%	3%
KB-V1 MDR tox	0%	-24%	5%	-1%	-25%	-17%	13%	-3%
IL-1B inflam inh	2	-21	5	-13	-3	30	27	5

As entered above.
Reading of `O=C(Nc1ccccc1)c1cc([N+](=O)[O-])ccc1N1CCNCC1` in HT1080NT lethal: -27%
Reading of `CCOc1ccc(-n2c(O)c(N=Nc3c(C)n(C)n(-c4ccccc4)c3=O)c(=O)[nH]c2=O)cc1` in HT1080 IDH1KD tx: -20%

(next part)
9) CCC(=NC1CC1)c1c(O)n(-c2ccc(OC)cc2)c(=O)[nH]c1=O
10) COc1ccccc1OCCCn1cc(C(=O)c2ccco2)c2ccccc21
11) CC(=O)NC1=C(N2CC2C)C(=O)C(NC(C)=O)=C(N2CC2C)C1=O (centres undefined)
12) O=C(c1ccc(CS(=O)(=O)c2ccc(Br)cc2)o1)N1CCC2(CC1)OCCO2
13) Cc1ccccc1-n1c(C)nc2sccc2c1=O
14) COc1ccc(-n2c(O)c(C(C)=NCCc3c[nH]c4ccccc34)c(=O)[nH]c2=O)cc1
15) CC1CCC(C(C)C)C(OP(N)(=O)c2ccccc2)C1 (centres undefined)
16) Cc1ccc(N2C(=O)NC(=O)/C(=C/c3ccc(-c4ccc(C(=O)O)c(Cl)c4)o3)C2=O)cc1

compound no.	9	10	11	12	13	14	15	16
HT1080NT lethal	4%	-2%	-1%	-4%	-10%	-3%	5%	24%
SW480 rerep	1%	1%	9%	-7%	-16%	-10%	-1%	1%
DRD3 agonist	4	0	0	4	2	10	-1	-1
KB-3-1 cytotox	8%	-1%	1%	2%	15%	-1%	-8%	8%
HEK293 tox	-19%	-8%	2%	-18%	7%	2%	9%	1%
MCF10A rereplic	-3%	?	11%	4%	1%	2%	9%	-7%
HT1080 IDH1KD tx	2%	-8%	-14%	-2%	-4%	-2%	-2%	18%
KB-V1 MDR tox	-3%	?	0%	-14%	13%	-2%	7%	-3%
IL-1B inflam inh	-3	?	2	-1	-10	24	6	0

17) CCOP(=O)(OCC)C(O)c1ccc(Br)cc1 (centres undefined)
18) N#Cc1c(N)nc(SCc2ccncc2)c(C#N)c1-c1cccs1
19) CCOc1ccc(NC(=O)c2c(O)[nH]c(=O)[nH]c2=O)cc1
20) O=c1[nH]c(=S)n(-c2ccccc2)c(O)c1C=NCCN1CCNCC1
21) CC1CCOC(=O)C=CC=CC(=O)OC2CC3OC4C5OC5(C)C(O)CC4(COC(=O)C1O)C2(C)C31CO1 (centres undefined)
22) CC1CCN(CC(=O)c2ccc3c(c2)OCCO3)CC1
23) COc1cc2c(cc1OC)C1C(=O)c3ccc4c(c3OC1CO2)CC(C(C)C)O4 (centres undefined)
24) COC(=O)C1=C(c2ccc(OCc3ccccc3)c(F)c2)C[C@@H]2CC[C@H]1N2C

compound no.	17	18	19	20	21	22	23	24
HT1080NT lethal	10%	?	4%	4%	?	6%	?	-20%
SW480 rerep	-4%	?	-9%	3%	?	1%	?	·
DRD3 agonist	-13	23	-3	4	2	-12	13	-8
KB-3-1 cytotox	-1%	15%	3%	19%	0.21µM*	-4%	?	-2%
HEK293 tox	-22%	1%	1%	0%	-41%	2%[0.307 µM]	-29%	?
MCF10A rereplic	-6%	?	-14%	-3%	0.23µM*	1%	28%	·
HT1080 IDH1KD tx	12%	?	4%	1%	·	10%	?	0%
KB-V1 MDR tox	19%	11%	1%	0%	5.8µM*	-5%	-7%	6%
IL-1B inflam inh	0	-51*	14	30	-104*	6	-68*	-25

Along the list, quoted from above:
HT1080 IDH1KD tx, nos. 18–23: ?, 4%, 1%, ·, 10%, ?
IL-1B inflam inh, nos. 18–23: -51*, 14, 30, -104*, 6, -68*

The listing continues:
25) Cc1ccc(N=Nc2c(=O)[nH]n3c(=O)cc(C)[nH]c23)cc1
26) CCOC(=O)C(C)(CC)NC(=O)CSP(=S)(OCC)OCC (centres undefined)
27) c1ccc(P(c2ccccc2)c2ccccn2)cc1
28) O=C(c1ccco1)N1CCN(C(=O)c2ccc(COc3ccc(Cl)cc3Cl)o2)CC1
29) OCCCCO
30) CC(C)n1c(=O)c(C=Nc2ccc(Br)cc2)c(O)n(Cc2ccco2)c1=O
31) c1cncc(C2Nc3cccc4cccc(c34)N2)c1
32) COC(=O)CCCNC(=O)CN1CC(c2ccccc2)CC1=O (centres undefined)

compound no.	25	26	27	28	29	30	31	32
HT1080NT lethal	-13%	1%	?	-3%	-13%	-1%	-17%	18%
SW480 rerep	-4%	-20%	-7%	-2%	-6%	?	-6%	-4%
DRD3 agonist	-10	9	2	2	17	3	-1	1
KB-3-1 cytotox	-7%	-4%	-13%	1%	0%	0%	?	22%
HEK293 tox	?	-1%	?	-2%	-9%	5%	-3%	-16%
MCF10A rereplic	-1%	1%	0%	21µM*	17%	12%	0%	-1%
HT1080 IDH1KD tx	-12%	6%	-16%	-5%	7%	-20%	-7%	26%
KB-V1 MDR tox	-2%	?	18%	?	0%	-7%	?	?
IL-1B inflam inh	3	22	28	-2	-4	-24	8	19

33) CC12CC(=O)C3C(CCC4CC=CCC43C)C1CCC2=O (centres undefined)
34) COc1ccc(-c2cc(-c3ccccc3)[n+](C)c(-c3ccccc3)c2)cc1
35) COc1ccc(/C=N\N=C(N)N)cc1
36) NC(=O)Cn1cc(C=C2C(=O)NC(=O)NC2=O)c2ccccc21
37) COc1ccccc1N1CCN(Cc2ccccc2)CC1
38) CN1C(=O)c2ccccc2NC(=O)C1Cc1ccccc1 (centres undefined)
39) Cc1ccc2nc(N3CCC(C(=O)N4CCC5(CC4)OCCO5)CC3)sc2c1
40) Cc1ccc(-n2c(O)c(/C=N/N3CCCCCC3)c(=O)[nH]c2=O)cc1C

compound no.	33	34	35	36	37	38	39	40
HT1080NT lethal	13%	?	-2%	-1%	2%	19%	-2%	12%
SW480 rerep	-5%	?	?	4%	-5%	-1%	-15%	-85%[inhibitor]
DRD3 agonist	8	-7	9	5	-5	2	5	1
KB-3-1 cytotox	2%	3.3µM*	?	7%	1%	-2%	-13%	6%
HEK293 tox	-2%	?	13%	0%	-12%	-7%	14%	16%
MCF10A rereplic	10%	13%	?	9%	-2%	0%	12%	?
HT1080 IDH1KD tx	9%	15µM*	0%	3%	5%	-1%	-17%	1%
KB-V1 MDR tox	7%	21%	?	20%	-13%	3%	?	-21%
IL-1B inflam inh	2	-90*	-10	49	14	11	-2	5

Profiles from above.
COc1ccc(/C=N\N=C(N)N)cc1 is entered as HT1080NT lethal = -2%; SW480 rerep = ?; DRD3 agonist = 9; KB-3-1 cytotox = ?; HEK293 tox = 13%; MCF10A rereplic = ?; HT1080 IDH1KD tx = 0%; KB-V1 MDR tox = ?; IL-1B inflam inh = -10
CCn1c(C)[n+](CC(O)COCC2CC=CCC2)c2ccccc21 (centres undefined) is entered as HT1080NT lethal = 3%; SW480 rerep = -5%; DRD3 agonist = -11; KB-3-1 cytotox = 2%; HEK293 tox = 2%; MCF10A rereplic = ?; HT1080 IDH1KD tx = -24%; KB-V1 MDR tox = -1%; IL-1B inflam inh = -13

Next section.
41) OC(CCNCCc1c[nH]c2ccccc12)C(F)(F)F (centres undefined)
42) COc1cc(C2NCc3ccccc3-n3cccc32)ccc1O (centres undefined)
43) COc1ccc2nc(/N=C/c3c(O)n(-c4cccc(Cl)c4)c(=O)[nH]c3=O)sc2c1
44) COc1ccc(-n2nnnc2C(c2ccccc2OC(F)(F)F)N2CCC3(CC2)C(=O)NCN3c2ccccc2)cc1 (centres undefined)

compound no.	41	42	43	44
HT1080NT lethal	0%	-11%	4%	?
SW480 rerep	19%	7%	2%	·
DRD3 agonist	-7	-11	-7	19
KB-3-1 cytotox	-2%	-19%	18%	?
HEK293 tox	-13%	-27%	10%	-23%
MCF10A rereplic	-9%	9%	18%	·
HT1080 IDH1KD tx	-16%	-9%	-44%	16µM*
KB-V1 MDR tox	-12%	0%	-17%	?
IL-1B inflam inh	10	-7	0	0
